STK33 kinase inh: inhibitors of purified STK33 kinase, primary screen, biochemical, ADP-Glo luminescence, homogeneous, cell-free; 0.073% of 320,000 active; MBP phosphorylation; inhibition, % at 10 µM; Serine/threonine-protein kinase 33 (Homo sapiens), Q9BYT3;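 active = inhibition at or above 25%, using the most active replicate where run in duplicate; inactive = inhibition below 25%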
Target sequence (Q9BYT3 whole entry, looked up): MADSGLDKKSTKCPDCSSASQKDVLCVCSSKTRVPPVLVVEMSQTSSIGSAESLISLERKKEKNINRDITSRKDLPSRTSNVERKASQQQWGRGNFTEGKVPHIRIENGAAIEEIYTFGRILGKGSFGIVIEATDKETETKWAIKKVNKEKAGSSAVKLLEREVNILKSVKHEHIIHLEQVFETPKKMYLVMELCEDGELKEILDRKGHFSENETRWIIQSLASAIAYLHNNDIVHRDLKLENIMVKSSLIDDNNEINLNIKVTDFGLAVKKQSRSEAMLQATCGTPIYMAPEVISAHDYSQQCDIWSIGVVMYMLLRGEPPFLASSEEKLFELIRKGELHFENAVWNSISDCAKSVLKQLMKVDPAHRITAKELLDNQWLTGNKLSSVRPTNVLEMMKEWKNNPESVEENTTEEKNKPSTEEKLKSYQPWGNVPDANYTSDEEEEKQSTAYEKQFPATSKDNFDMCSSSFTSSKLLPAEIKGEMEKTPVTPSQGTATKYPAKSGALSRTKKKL
* hit, by the source's call. Only part of the results is shown (hit frequency here may not be typical).

STK33 kinase inh	SMILES
0.7	O=C(COC(=O)c1cccc(S(=O)(=O)N2CCOCC2)c1)Nc1ncc(Cl)cc1Cl
0.1	CCN(CC)C(=O)c1[nH]cnc1C(=O)N[C@H](C)c1ccccc1
-1.7	Cc1noc(C)c1C(=O)Nc1cc(Cl)ccc1N1CCOCC1
-1.9	C[C@H](CO)N1C[C@H](C)[C@@H](CN(C)C(=O)Nc2ccc3c(c2)OCO3)Oc2c(cccc2N(C)C)C1=O
0.3	CN(C)C(=O)COC(=O)c1cccc(S(=O)(=O)N2CC3(C)CC2CC(C)(C)C3)c1 (stereo not drawn)
-1.1	CCCCNc1c(-c2ccc(Sc3ccc(OC)cc3)cc2)nc2cc(C)ccn12
-1.4	CCN(CC)S(=O)(=O)c1ccc(NC(=O)c2ccc(OCC3CCCO3)cc2)cc1 (stereo not drawn)
-1.9	COc1ccccc1NS(=O)(=O)c1ccc(C)c(C(=O)NCC2(N(C)C)CCCCC2)c1
-0.9	O=C(CN1c2cccc3cccc(c23)S1(=O)=O)NCCc1ccc(F)cc1
-0.7	Cc1ccc(S(=O)(=O)N2CCCN(C(C)c3nc4ccccc4c(=O)[nH]3)CC2)cc1 (stereo not drawn)
-0.8	Cn1c(SCC(=O)Nc2nccs2)nnc1-c1cccnc1
-0.8	O=[N+]([O-])c1cccc(S(=O)(=O)/N=C(/Nc2ccccc2)c2ccccc2)c1
-1.6	Cc1ccc(Sc2ccc(NC(=O)CCN3C(=O)NC4(CCCC4)C3=O)cc2)c(C)c1
-1.0	CCOc1ccc(OCCNC(=O)C(NC(=O)c2c(F)cccc2F)C(C)C)cc1 (stereo not drawn)
-1.1	COc1ccccc1CNC(=O)COc1ccccc1C(=O)c1cnn(-c2ccccc2)c1
-0.1	COCCN(C(=O)C1=COCCO1)c1c(N)n(CC(C)C)c(=O)[nH]c1=O
0.2	COc1cc(CCC(=O)Nc2ccc(S(=O)(=O)N3CCOCC3)cc2)cc(OC)c1OC
-0.9	C[C@H](CO)N1C[C@H](C)[C@H](CN(C)C)Oc2ccc(NS(=O)(=O)c3ccc(F)cc3)cc2CC1=O
0.2	Cc1ccc(Oc2ccc(NC(=O)C3=CC=CN4CCS(=O)(=O)N=C34)cc2)cc1
-0.1	CCOc1ccc(NC(=O)c2ccccc2NC(=O)CNC2CCCC(C)C2C)cc1 (stereo not drawn)
-1.1	Cc1ccc(OCCC(=O)OCC(=O)N2CC(=O)Nc3ccccc32)cc1
-1.0	O=C(CSc1nnc(NC2CC2)s1)NN1C(=O)NC2(CCCCC2)C1=O
-0.2	Cc1ccc(NC(=O)Cn2cnc3c(OCc4ccccc4)ncnc32)cc1C
4.9	COC(=O)CCC[C@H]1CC2(C[C@H](CCCO[Si](C)(C)C(C)(C)C)N1C(=O)OC(C)(C)C)OCCO2
0.7	Cc1cc(C(=O)O)ccc1[N+](=O)[O-]

Continued, starting with the last 3 of the part before.
STK33 kinase inh	SMILES
-0.2	Cc1ccc(NC(=O)Cn2cnc3c(OCc4ccccc4)ncnc32)cc1C
4.9	COC(=O)CCC[C@H]1CC2(C[C@H](CCCO[Si](C)(C)C(C)(C)C)N1C(=O)OC(C)(C)C)OCCO2
0.7	Cc1cc(C(=O)O)ccc1[N+](=O)[O-]
9.9	CCC(CO)Oc1cc(NCc2ccc(F)cc2)c2ncn(C(C)C)c2c1 (stereo not drawn)
1.3	O=C(COC(=O)C1CCC(=O)N1)Nc1cccc([N+](=O)[O-])c1 (stereo not drawn)
-2.7	CC(=O)N1CCN(C(=O)COC(=O)c2oc3ccccc3c2C)CC1
-1.7	CCN(CC)S(=O)(=O)c1ccc(C(C)NC(=O)C2CCCN2C(=O)c2cccs2)cc1 (stereo not drawn)
-0.5	O=C(Nc1cc(-c2ccccc2)nn1-c1c(Cl)cccc1Cl)c1ccc(F)cc1
-0.9	Cc1ccc(NS(=O)(=O)c2c(F)cc(F)c(Cl)c2F)cc1S(=O)(=O)N1CCOCC1
-1.7	CCCN(CC(=O)Nc1ccc(F)c(F)c1F)C(=O)c1ccc2c(c1)NC(=O)CS2
-3.2	CC(=O)c1ccccc1NC(=O)COC(=O)c1cc[n+]([O-])cc1
8.3	C#CCCC(=O)c1ccccc1/C=[N+](\[O-])c1ccccc1
0.3	Cc1c(Cl)cccc1N1C(=O)CC(NNC(=O)c2ccc3c(c2)OCO3)C1=O (stereo not drawn)
0.5	CC(=O)c1ccc(S(=O)(=O)NCC2(N3CCOCC3)CCCCC2)cc1
0.3	C[C@@]12CCC3[C@@](CCC4[C@@]3(C)CCC[C@@]4(C)C(=O)N3CCOCC3)(CC1=O)C2 (stereo partly drawn)
-0.2	COc1cc(NC(=O)CCCn2c(=O)oc3ccccc32)cc(OC)c1
-0.4	Cc1nn(Cc2ccccc2)c(C)c1CNC(=O)[C@H](C)N=C1NS(=O)(=O)c2ccccc21
-0.9	COc1ccccc1CNC(=O)Cn1nc(C(F)(F)F)cc1C
-0.3	O=C(c1ccc(=O)[nH]n1)N1CCN(S(=O)(=O)c2ccccc2F)CC1
-1.1	CNc1nnc(SCC(=O)c2cc(C)n(C3CC3)c2C)s1
-1.3	O=C(CSc1nnc(-c2ccncc2)o1)Nc1cccc(Cl)c1
0.2	O=C(Cc1cccc(NC(=O)C2CCN(C(=O)C3CC3)CC2)c1)Nc1cccc(C(=O)N2CCCC2)c1
-0.1	O=C(CCC(=O)c1cccs1)NNC(=O)c1ccc(Cl)cc1
-0.5	Cc1cc(C(=O)COC(=O)Cc2ccc(Br)cc2)c(C)n1C
-0.4	CCN(CC1COc2ccccc2O1)C(=O)CN1C(=O)NC(C)(c2ccccc2)C1=O (stereo not drawn)
1.8	CCN(CC(=O)NCc1cccs1)CC(=O)Nc1c(Cl)ccc(C)c1Cl
-1.9	O=C(CSc1nc2ccccc2c(=O)n1-c1ccc(OC(F)F)cc1)NC1CC1
0.0	CC(C)(C)OC(=O)N[C@@H](C(=O)OC(C)(C)C)c1ccccc1

The list goes on:
STK33 kinase inh	SMILES
1.2	Cc1cccc(NC(=O)CNC(=O)Cc2ccc(S(=O)(=O)N3CCOCC3)s2)c1C
2.4	Fc1ccc2cnc(-c3cccnc3)cc2c1
-1.3	CCc1ccc(S(=O)(=O)NCC2(N3CCOCC3)CCCCC2)cc1
-0.1	NC(=O)c1ccsc1NC(=O)CN1C(=O)NC2(CCCCC2)C1=O
-0.8	Cc1cc(C(=O)N2CCN(S(=O)(=O)c3ccc(F)c(Cl)c3)CC2)c(C)o1
3.3	COc1ccccc1C(=O)Nc1ccc(OCC(=O)N2C(C)CCCC2C)cc1 (stereo not drawn)
-1.3	Cc1nc(C)c(C(=O)OCC(=O)NCc2ccccc2Cl)s1
-0.7	COc1ccc(C(=O)OCC(=O)c2c[nH]c3ccccc23)c(OC)c1
-0.2	CC(C(=O)Nc1cc(C(F)(F)F)ccc1N1CCOCC1)N1C(=O)C2CCCCC2C1=O (stereo not drawn)
1.2	CC(=O)c1cccc(NC(=O)C(C)OC(=O)c2ccc3ncsc3c2)c1 (stereo not drawn)
-2.0	Oc1ccc(Cl)cc1CNCc1ccc(Cl)nc1
0.5	N#CCCN(C(=O)COC(=O)COc1ccccc1Cc1ccccc1)c1ccccc1
-0.4	COc1cccc(NC(=O)COC(=O)CNC(=O)C2CCCCC2)c1
-2.6	O=C(Cn1[nH]c(=O)c2ccccc2c1=O)OCC(=O)c1ccc(F)c(F)c1
-0.1	O=C(COC(=O)c1n[nH]c2ccccc12)NCCc1ccc(Cl)cc1
-0.7	CCN(CC)C(=O)c1nc[nH]c1C(=O)O[C@@H](C)c1ccccc1
0.9	C[C@@H]1O[C@@H](OCCC(=O)O)[C@H](O)C[C@H]1O
0.2	C[C@@H](C(=O)Nc1ccc(SC(F)F)cc1)N1C(=O)C2CCCCC2C1=O (stereo partly drawn)
-0.7	COc1ccc(N2CCN(C(=O)c3cccc(S(=O)(=O)N4CCc5ccccc54)c3)CC2)cc1
0.1	C[C@H](CO)N1C[C@H](C)[C@@H](CN(C)S(C)(=O)=O)Oc2c(NC(=O)C3CC3)cccc2C1=O
-2.9	Clc1cccc(-c2nc(-c3ccc(-c4nn[nH]n4)cc3)no2)c1
-0.8	CC1(c2cccc(Br)c2)NC(=O)N(CC(=O)c2ccc3c(c2)OCCO3)C1=O (stereo not drawn)
0.3	CN(C)C(CNS(=O)(=O)c1cc([N+](=O)[O-])ccc1Cl)c1ccco1 (stereo not drawn)
-1.3	COC(=O)c1ccccc1NC(=O)COC(=O)/C=C/c1cccs1
4.1	CC(OC(=O)/C(C#N)=C/c1ccco1)C(=O)N(C)c1ccccc1 (stereo not drawn)

Part of the list above in a different format:
C[C@@H](C(=O)Nc1ccc(SC(F)F)cc1)N1C(=O)C2CCCCC2C1=O (stereo partly drawn)
  STK33 kinase inh: 0.2
COc1ccc(N2CCN(C(=O)c3cccc(S(=O)(=O)N4CCc5ccccc54)c3)CC2)cc1
  STK33 kinase inh: -0.7
C[C@H](CO)N1C[C@H](C)[C@@H](CN(C)S(C)(=O)=O)Oc2c(NC(=O)C3CC3)cccc2C1=O
  STK33 kinase inh: 0.1
Clc1cccc(-c2nc(-c3ccc(-c4nn[nH]n4)cc3)no2)c1
  STK33 kinase inh: -2.9

(next part)
STK33 kinase inh	SMILES
3.0	Nc1ncnc2c1ncn2[C@@H]1O[C@H](CNCc2ccc(OCC(=O)Nc3ccccn3)cc2)[C@@H](O)[C@H]1O
-0.7	COc1ccc(NC(=O)Nc2cccc3c2O[C@H](CN(C)S(=O)(=O)c2cn(C)cn2)[C@@H](C)CN([C@H](C)CO)C3=O)cc1
-2.0	CC1CCCC(C)N1C(=O)COC(=O)CCC(=O)c1cccs1 (stereo not drawn)
1.5	CCNC(=O)N(CC)C[C@H]1N[C@@](Cc2ccccc2)(C(=O)OC)[C@H]2C(=O)N(C)C(=O)[C@@H]12
-0.6	Cc1noc(C)c1COc1ccc(C(=O)N2CCN(S(=O)(=O)c3ccccc3)CC2)cc1
1.0	Cc1nc(SCC(=O)N2CCOCC2)c2c3c(sc2n1)CCC3
-2.4	Cc1cc(C(=O)NNS(=O)(=O)c2cc(C(=O)O)ccc2Cl)c(C)n1-c1ccccc1
-1.8	CC1(C)C(=O)Nc2ccccc2N1C(=O)COC(=O)c1cc(Cl)cc(Cl)c1
0.1	Cn1c(N)c(C(=O)CSc2nn(-c3ccc(F)cc3)c(=S)s2)c(=O)n(C)c1=O
-0.5	O=C(Cn1cc([N+](=O)[O-])ccc1=O)NC1CCCCC1
-0.8	Cc1ccc(C)c(OCC(=O)NCC2COc3ccccc3O2)c1 (stereo not drawn)
-1.4	Oc1ccccc1-c1ccn[nH]1
3.1	Cc1ccc(CONC(=O)c2cccc(C)c2)cc1
-1.6	COc1cc(/C=C/C(=O)OCC(=O)NCc2ccc3c(c2)OCO3)cc(OC)c1OC
-0.2	CN(C)S(=O)(=O)c1cccc(C(=O)OCC(=O)Nc2ccc3c(c2)OCCO3)c1
2.3	Cc1cccnc1NC(=O)CSc1ccc2c(c1)OCCO2
-0.9	CC(C)(C)C(=O)NCc1ccc(C(=O)CSc2nnc(C3CC3)n2C2CC2)s1
-0.7	CC(=O)Nc1ccc(SCCN2CC[C@@H](O)CCC2=O)cc1
-3.0	O=C(CCC1CCCC1)N1CCN(S(=O)(=O)c2ccc(Br)cc2)CC1
-0.6	COc1ccc(CNC(=O)COC(=O)CN2C(=O)NC3(CCCC3)C2=O)cc1
-0.4	CCOc1ccc(NC(=O)C2CC(=O)N(Cc3ccco3)C2)cc1 (stereo not drawn)
-0.2	COc1ccccc1NC(=O)COC(=O)c1cc(C)nc2ccccc12
3.2	COC(=O)C1=C(C)N(Cc2ccccc2)C(=NCc2cccc(Cl)c2)N[C@H]1c1ccccc1
1.3	COc1cccc(CN(C)C(=O)CCN=C2NS(=O)(=O)c3ccccc32)c1OC
1.3	CCOc1ccc(C(=O)OCC(=O)NC2CCCCCCC2)cc1

Next section
STK33 kinase inh	SMILES
1.1	CC(C)(C)OC(=O)C[C@@H]1C/C=C\C[C@H](CC(=O)N[C@@H](CO)Cc2ccccc2)C(=O)N[C@H](Cc2ccccc2)COC1=O
1.2	CC(NC(=O)c1ccc(-c2ccccc2)cc1)C(c1ccccc1)N1CCOCC1 (stereo not drawn)
0.5	O=C(COC(=O)/C=C/c1cccc(Cl)c1)NC1CC1
-1.4	Cc1nc(NC(=O)COC(=O)C(C)NC(=O)c2ccccc2)c(Cl)cc1Cl (stereo not drawn)
3.8	O=C(NC1CC1)c1cccc2c1C(=O)c1ccc(N3CCC(Cc4ccccc4)CC3)cc1S2(=O)=O
-1.2	Cc1ccc(/C=C/C(=O)OCC(=O)NC(=O)NCc2ccccc2)cc1
0.5	CC1(C)CC(NC(=O)C2CCN(S(=O)(=O)c3cccc(C(F)(F)F)c3)CC2)CC(C)(C)N1
-0.2	O=C1OC[C@H]2CCCN2C(=O)[C@@H](CC(=O)N(CCO)Cc2ccccc2)C/C=C\CC[C@H]1Cc1ccc(F)cc1
0.0	Cc1onc(-c2ccccc2)c1C(=O)N(CC(C)C)c1c(N)n(CC(C)C)c(=O)[nH]c1=O
0.0	O=C(COC(=O)C1CC1)Nc1ccc(Cl)cn1
-4.1	CC(NC(=O)COC(=O)CCC(=O)c1ccc(F)cc1)c1ccccc1 (stereo not drawn)
-0.9	CCN(CC(=O)NCc1cccs1)S(=O)(=O)c1cccc(Br)c1
0.3	C=CCC[C@@H](Cc1ccc(F)cc1)C(=O)OC[C@@H](Cc1ccccc1)NC(=O)[C@@H](CC=C)CC(=O)N[C@@H](CO)Cc1ccccc1

6 records picked at random from the list so far, as already listed:
STK33 kinase inh	SMILES
0.2	COc1cc(CCC(=O)Nc2ccc(S(=O)(=O)N3CCOCC3)cc2)cc(OC)c1OC
-0.1	O=C(COC(=O)c1n[nH]c2ccccc12)NCCc1ccc(Cl)cc1
-0.2	Cc1ccc(NC(=O)Cn2cnc3c(OCc4ccccc4)ncnc32)cc1C
0.3	C[C@@]12CCC3[C@@](CCC4[C@@]3(C)CCC[C@@]4(C)C(=O)N3CCOCC3)(CC1=O)C2 (stereo partly drawn)
-0.6	Cc1noc(C)c1COc1ccc(C(=O)N2CCN(S(=O)(=O)c3ccccc3)CC2)cc1
-0.2	CN(C)S(=O)(=O)c1cccc(C(=O)OCC(=O)Nc2ccc3c(c2)OCCO3)c1

Screening data: PubChem, Broad Institute
